Vif-A3G inh: Vif-A3G binding inhibition | hit rate 0.076% among 410,000 | Potency, µM (top dose mostly 46.1 µM), inactives show at the top dose activity, negative = active, usual class: inhibitors | AID 602310 | HeLa A3G-eYFP + Vif (tagged APOBEC3G with the HIV-1 protein that degrades it), YFP fluorescence, overnight | Q9HC16;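 also: potency is read from the fitted curve at half-maximal effect; % is scaled to controls: 0 for no effect and ±100 for the full control effect; nearly all actives have a fitted effect of over 60% in size; hits raise eYFP signal because A3G escapes Vif-driven loss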
Target sequence (Q9HC16 whole entry, looked up): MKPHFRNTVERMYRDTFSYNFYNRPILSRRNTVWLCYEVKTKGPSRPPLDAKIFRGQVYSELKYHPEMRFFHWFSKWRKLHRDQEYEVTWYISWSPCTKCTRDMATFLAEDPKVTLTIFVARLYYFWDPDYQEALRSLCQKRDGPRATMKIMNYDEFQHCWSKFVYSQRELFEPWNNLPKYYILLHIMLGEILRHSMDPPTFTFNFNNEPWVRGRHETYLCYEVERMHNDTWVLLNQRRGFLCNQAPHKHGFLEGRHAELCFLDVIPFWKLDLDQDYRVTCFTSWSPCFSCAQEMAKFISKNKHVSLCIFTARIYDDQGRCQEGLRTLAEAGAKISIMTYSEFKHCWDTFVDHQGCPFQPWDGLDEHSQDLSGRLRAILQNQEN
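HeLa cells stably expressing Vif and C-terminally eYFP-tagged A3G, seeded overnight at 37 deg C, then exposed to compound by pintool overnight at 37 deg C. Rise in yellow fluorescence (Ex 488/Em 500-530, Acumen) marks blocked Vif-driven A3G degradation.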
TrxR1 substrate: substrates of rat thioredoxin reductase 1. O89049. Potency, µM (top dose mostly 114 µM), for the others: at the top dose activity change, negative = substrate turnover. hit rate 0.01% among 390,000. purified TrxR1 substrate turnover, NADPH consumption readout; also: potency is read from the fitted curve at half-maximal effect; % is scaled to controls: 0 for no effect and ±100 for the full control effect; nearly all actives have a fitted effect of over 50% in size
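Rat TrxR1, dispensed at 90 nM, was prereduced with 400 uM NADPH (final) for 5 min at ~22 deg C, then incubated with compound 15 min before 400 uM selenite. A first-read NADPH fluorescence drop versus no-compound background flagged substrates.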
Vif-A3F inh: inhibitors of Vif-A3F interaction. Potency, µM (series often up to 46.1 µM), without a hit: at the highest dose activity, negative = active. AID 602313. HeLa A3F-eYFP + Vif (tagged APOBEC3F with the HIV-1 protein that degrades it), YFP fluorescence increase. hit rate 0.2% among 390,000; also: potency is read from the fitted curve at half-maximal effect; % of control where 0% means no effect; nearly all actives have a fitted effect of over 65% in size
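Fluorescence increase (Ex 488/Em 500-530) after overnight compound treatment at 37 deg C flags inhibition of Vif-driven A3F-eYFP loss in stable HeLa A3F-eYFP/Vif cells seeded overnight beforehand.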
Glioma ERSR ind: induces the endoplasmic reticulum stress response in human glioma cells | hit rate 0.02% among 420,000 | AID 602332 | Potency, µM, without a hit: at the top dose activation, most hits filed as activators | U87-MG GRP78 promoter luciferase reporter, 16 h; also: potency is read from the fitted curve at half-maximal effect; series mostly up to about 76 µM; % of control where 0% means no effect; nearly all actives have a fitted effect of over 35% in size
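ERSR induction read as luciferase luminescence (Bright-Glo, 10 min at room temperature) in stably transfected human U87-MG glioma cells exposed to compounds for 16 h, using GRP78 as sensor.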
IDH1 R132H inh: inhibitors of human mutant IDH1 R132H | hit rate 0.093% among 390,000 | IDH1-R132H enzyme, NADPH consumption, diaphorase/resazurin fluorescence | Potency, µM (titrated, usually from 76.6 µM), for the others: at the top dose activity change, negative = inhibition, actives largely listed as inhibitors | O75874; also: potency is read from the fitted curve at half-maximal effect; % is scaled to controls: 0 for no effect and ±100 for the full control effect; nearly all actives have a fitted effect of over 65% in size
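IDH1-R132H (0.5 ug/mL dispensed) in pH 7.5 Tris buffer was preincubated 30 min with compound, then given a substrate mix of 0.016 mM NADPH and 2 mM alpha-KG for 80 min at room temperature; remaining NADPH was read by diaphorase/resazurin fluorescence.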
LDHA inh: LDHA (human) enzyme inhibition | P00338 | purified LDHA, NADH/diaphorase-resazurin fluorescence; active compounds read low | activity change, % (values are at about 110 or 230 µM) | hit rate 0.15% among 480,000; in the data active = activity change below about -30%; inconclusive = mostly about -25% to -30%;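 also: plate controls were DMSO wells for no effect and wells without enzyme for full effect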
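Human LDH5 at 2 nM final in Tris HCl pH 7.4 with 0.06 mM NADH and 0.2 mM pyruvate, reacted 5 minutes at room temperature. Remaining NADH coupled via diaphorase/resazurin; resorufin fluorescence read at 0 and 20 minutes, normalized to enzyme-free and DMSO wells.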
RXFP1 ag: agonists of human relaxin receptor RXFP1; Q9HBX9; HEK293T-RXFP1 cAMP TR-FRET, 30 min; response scale: percent of porcine relaxin response, buffer zero; Potency, µM (titrated, usually from 57.5 µM), for the others: at the top dose activation, hits mostly activators; hit rate 0.3% among 370,000; also: potency is read from the fitted curve at half-maximal effect; % is scaled to controls: 0 for no effect and ±100 for the full control effect; nearly all actives have a fitted effect of over 60% in size; many of its hits are not listed in these tables
Target sequence (Q9HBX9 whole entry, looked up): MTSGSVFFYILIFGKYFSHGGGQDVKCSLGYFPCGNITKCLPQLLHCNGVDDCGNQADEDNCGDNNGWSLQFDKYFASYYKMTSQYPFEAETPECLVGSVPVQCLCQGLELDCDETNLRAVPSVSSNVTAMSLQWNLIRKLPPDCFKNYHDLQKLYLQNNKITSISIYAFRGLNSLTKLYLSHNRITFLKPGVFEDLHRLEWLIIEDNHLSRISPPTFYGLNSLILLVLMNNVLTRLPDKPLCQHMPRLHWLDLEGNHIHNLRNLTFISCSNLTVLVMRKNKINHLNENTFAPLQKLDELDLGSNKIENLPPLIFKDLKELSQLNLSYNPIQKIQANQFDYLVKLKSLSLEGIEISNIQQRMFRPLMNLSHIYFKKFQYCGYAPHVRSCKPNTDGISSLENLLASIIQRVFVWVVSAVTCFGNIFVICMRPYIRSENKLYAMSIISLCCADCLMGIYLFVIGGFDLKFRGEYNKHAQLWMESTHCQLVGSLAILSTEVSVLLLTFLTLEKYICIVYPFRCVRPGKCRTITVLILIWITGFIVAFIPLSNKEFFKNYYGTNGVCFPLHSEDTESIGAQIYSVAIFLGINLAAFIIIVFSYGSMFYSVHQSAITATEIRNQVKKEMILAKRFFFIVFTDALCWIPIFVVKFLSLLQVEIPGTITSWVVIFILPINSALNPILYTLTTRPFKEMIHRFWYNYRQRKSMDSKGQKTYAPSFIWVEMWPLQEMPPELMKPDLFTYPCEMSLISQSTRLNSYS
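HEK293T cells stably expressing RXFP1 were pretreated with the PDE4 inhibitor Ro 20174, exposed to compounds for 30 min at 37C, lysed, and cAMP was read by TR-FRET. Data normalized to buffer (basal) and 29 nM porcine relaxin (100%).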
USP1 inh: blocks the human USP1/UAF1 deubiquitinase complex. O94782. Potency, µM (series often up to 57.1 µM), without a hit: top-dose activity change, negative = inhibition, hits mostly inhibitors. recombinant USP1/UAF1, Ub-Rhodamine cleavage fluorescence. hit rate 0.23% among 390,000. AID 743255; also: potency is read from the fitted curve at half-maximal effect; % is scaled to controls: 0 for no effect and ±100 for the full control effect; nearly all actives have a fitted effect of over 60% in size; inactives centre near -12
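1 nM enzyme complex + cpd, 15 min RT; start with Ub-Rho 150nM final; kinetic fluorescence ex 480/em 540, 6 reads q60 s. Buffer 50mM HEPES pH 7.8, 0.5mM EDTA, 0.1 mg/ml BSA, 1mM TCEP, 0.01% Tween-20.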
PI4K2A block: inhibitors of human PI4K2A | Q9BTU6 | purified PI4K2A, ADP-Glo luminescence, 1 h; active compounds read low | activity change, negative = inhibition, % at 76.9 µM | hit rate 0.13% among 420,000; in the data active = activity change below about -50%; inconclusive = mostly about -30% to -49%;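 also: -100% = wells without enzyme as full effect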
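Compounds are screened against recombinant PI4K2A using PI as substrate and ATP, the latter dispensed at 300 microM. Reactions run one hour at ambient temperature before ADP-Glo detection; full inhibition defined by wells lacking enzyme.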
* hit, by the source's call; ? = inconclusive; . = no result given; & = joins results of further samples; [ ] = another dose, or the depositor's remark. Unless noted, calls follow the shape of the dose curve; as a rule, active = well fitted curve in the direction sought with a large enough effect; inconclusive = small, poorly fitted or top-dose-only effect, or another doubt; inactive = no such curve, though single readings can be large; an effect the other way counts as inactive or inconclusive.

SMILES	Vif-A3G inh	TrxR1 substrate	Vif-A3F inh	Glioma ERSR ind	IDH1 R132H inh	LDHA inh	RXFP1 ag	USP1 inh	PI4K2A block
CCCCCC1(C(=O)OCC)CC(CSC(=N)N)OC1=O (centres undefined)	10%	0%	0%	-3%	-5%	-2	0.5%	-22%	-7
Cc1cccc(C)c1NC(=O)COC(=O)COc1ccc2c(C)cc(=O)oc2c1	0%	23%	-27%	-2%	-4%	1&1	-0.3%	-2%	-5
CCc1ccc(OC2(C)CCN(Cc3ccc(SC)cc3)C2)cc1 (centres undefined)	-2%	.	.	-6%	.	-6	.	.	-1
O=C(Nc1ccc2c(c1)CCCN2C(=O)c1cccs1)c1ccc(F)c(F)c1	-3%	1%[57.1 µM]	5%	-3%	19%	2	1.5%	-22%	0
O=C(O)CSc1nnc(-c2ccc(S(=O)(=O)N3CCCC3)cc2)n1Cc1ccco1	2%	4%	-2%	3%	-1%	0	3.4%	4%	5
Cc1ccnc(NC(=O)c2cccc(NC(=O)c3ccccc3C)c2)c1	-1%	-3%	7%	0%	2%	-11	-2.1%	-12%	0
Cc1c(Cc2ccc3c(c2)OCO3)sc(NC(=O)c2cccc3ccccc23)c1C(N)=O	-27%	5%[57.1 µM]	-16%	20%	3%	-8	2.8%	-31%	-8
CSc1cccc(N=C2C(=O)Nc3ccccc32)c1	0%	0%	0%	-6%	-9%	1	1.3%	-4%	-2
CC(CNC(=O)c1ccc2c(c1)OCO2)c1ccc([N+](=O)[O-])cc1 (centres undefined)	-10%	10%	11%	0%	0%	4	1.1%	-21%	-4
COc1ccc(C(=O)c2ccc(OC)cc2OC)cc1	?	-9%	-3%	-2%	5%	-1	4.4%	-11%	10
COc1ccc(Cc2nnc(-c3cccc(C)c3)o2)cc1OC	7%	0%	-7%	3%	1%	1	-1.7%	?	-3
COc1ccc(/C=C/c2nccc3c2[nH]c2ccccc23)cc1	?	34%[activator]	.	0%	.	-7	.	.	.
CCOC(=O)c1cnn2c(C)cc(-c3ccccc3)nc12	-5%	111%[activator]	1%	5%	6%	-1	4.4%	-20%	-4
CN(C)S(=O)(=O)c1ccc(Cl)c(NC(=O)COC(=O)CCSc2ccccc2)c1	0%	9%[57.1 µM]	-2%	-1%	4%	-2	-3.1%	-9%	-7
COc1ccc(C2C(C(=O)Nc3ccccc3OC)=C(C)Nc3ncnn32)cc1 (centres undefined)	3%	-6%	-3%	3%	0%	-3	-0.9%	-19%	-2
CCOC(=O)C1C(=O)CC(C)(O)C(C(=O)OCC)C1c1ccc(Br)o1 (centres undefined)	0%	10%[57.1 µM]	-8%	-4%	5%	-5	-0.1%	-18%	1
CC(C)(C)C(=O)Nc1nc2ccc(S(C)(=O)=O)cc2s1	7%	-26%[57.1 µM]	4%	3%	4%	-3	0.3%	-7%	-3
Cc1ccccc1S(=O)(=O)Cc1ccc(C(=O)NCCN2CCCCC2C)o1 (centres undefined)	-3%	4%	-17%	-4%	7%	-1	1.1%	-15%	-1
Cc1ccc(C2(C)NC(=O)N(CC(=O)NCc3ccccc3Cl)C2=O)cc1 (centres undefined)	0%	0%[57.1 µM]	3%	-3%	-4%	-1	0.1%	-14%	-2
COc1cc(C(C)=O)ccc1OC(=O)C(C)N1C(=O)c2ccccc2C1=O (centres undefined)	1%	-3%	-4%	-5%	2%	-3	1.5%	-6%	1

Molecules listed so far that have four or more nitrogen atoms, in the order listed:
SMILES	Vif-A3G inh	TrxR1 substrate	Vif-A3F inh	Glioma ERSR ind	IDH1 R132H inh	LDHA inh	RXFP1 ag	USP1 inh	PI4K2A block
O=C(O)CSc1nnc(-c2ccc(S(=O)(=O)N3CCCC3)cc2)n1Cc1ccco1	2%	4%	-2%	3%	-1%	0	3.4%	4%	5
COc1ccc(C2C(C(=O)Nc3ccccc3OC)=C(C)Nc3ncnn32)cc1 (centres undefined)	3%	-6%	-3%	3%	0%	-3	-0.9%	-19%	-2

(next part)
SMILES	Vif-A3G inh	TrxR1 substrate	Vif-A3F inh	Glioma ERSR ind	IDH1 R132H inh	LDHA inh	RXFP1 ag	USP1 inh	PI4K2A block
CCOC(=O)C1=CCN(S(=O)(=O)c2ccccc2Cl)C1c1ccc(Cl)c(Cl)c1 (centres undefined)	-3%	.	.	-6%	.	-2	.	.	1
Cc1ccc(-c2noc(=O)n2CC(=O)c2ccc(Cl)cc2)cc1	0%	-9%	-1%	-1%	12%	0	0.9%	-24%	0
CC(C)C(=O)Nc1c2c(nc3c1CCC3)CCCC2	-1%	-3%	-2%	-2%	8%	-8	1.2%	7%	-1
CC(C)C(=O)OCc1cn(-c2ccc(Cl)c(Cl)c2)nn1	2%	6%[57.1 µM]	-5%	0%	-3%	-7	-0.5%	-16%	1
Nn1c(SCC(=O)NC2CCCC2)nnc1-c1ccccc1F	2%	10%[57.1 µM]	-2%	-1%	7%	-9	2.0%	8%	7
CCCS(=O)(=O)c1nc(S(=O)(=O)c2ccc(C)cc2)c(NCc2ccc3c(c2)OCO3)s1	-2%	3%	0%	-5%	-1%	-4	0.8%	-21%	2
CC1=NN(c2nc(-c3ccc(C)cc3)cs2)C(=O)C1N=Nc1ccc(C(N)=O)cc1 (centres undefined)	-13%	0%	3%	-3%	-6%	-5	-3.8%	-9%	-3
COc1ccc(Cl)cc1S(=O)(=O)N1CCC(C(=O)NC2CCCC2)CC1	2%	0%	-1%	-3%	4%	0	-0.9%	-13%	3
COc1ccc(-c2nc(=S)c3c([nH]2)Oc2ccc(C)cc2C3)cc1O	-9%	-3%	-8%	-5%	1%	-2	-0.9%	0%	4
Cc1cccc(C)c1OC(=O)CCN1C(=O)C2C3C=CC(C4CC34)C2C1=O (centres undefined)	0%	2%	5%	-1%	8%	-1	-3.6%	-18%	-4
Cc1cc(Cl)ccc1NS(=O)(=O)c1c(C(=O)N2CCC(C)CC2)c(C)n(C)c1C	11%	-1%[57.1 µM]	0%	-4%	-4%	-1	0.1%	-9%	-4
Cc1cc(C)nc(NC(=O)CSc2nn(C)c(=S)s2)n1	2%	3%	.	1%	7%	5	-0.4%	-7%	-4
COC(=O)C1=C(C)N=C2SC(C)C(=O)N2C1c1cccc(F)c1 (centres undefined)	-8%	-9%	-8%	-7%	6%	5	-0.3%	-22%	-4
CC1CN(S(=O)(=O)c2ccc(CN3C(=O)c4cccnc4C3=O)cc2)c2ccccc2O1 (centres undefined)	-6%	-7%	-2%	-7%	0%	-5	3.8%	-5%	0
CC1CC(NS(=O)(=O)c2cccs2)CC(C)(C)C1 (centres undefined)	-2%	5%	-14%	-1%	16%	-5	-2.2%	21%	-3
COc1ccc(/C=N/NC(=O)c2cc(O)c(O)c(O)c2)cc1Cn1cc([N+](=O)[O-])cn1	5%	-7%	-5%	-3%	-5%	7	0.2%	-16%	-9
CCn1c(SCc2nc3ccccc3nc2C)nnc1-c1cccs1	5%	-2%	-3%	-3%	5%	-4	1.3%	-16%	2
CC(=O)Nc1ccc(S(=O)(=O)NNC(=O)c2sc(=S)n(C)c2C)cc1	3%	-5%	5%	-3%	4%	13	0.0%	-3%	2
CC1CCN(c2ccc3c(c2)S(=O)(=O)c2cccc(C(=O)NC4CCCCC4)c2C3=O)CC1	?	-11%	?	5%	-16%	-8	2.0%	?	0
COc1ccc(C2CCCN2C(=S)Nc2ccc(C)cc2C)cc1OC (centres undefined)	2%	-4%	8%	-3%	0%	-2	0.8%	-13%	1
CCc1nnc(NC(=O)CSc2nnc(COc3ccccc3)n2Cc2ccccc2)s1	0%	4%[57.1 µM]	-7%	-4%	1%	-2	3.0%	-20%	5
COc1ccc(C(=O)NCC(=O)OCC(=O)NC(=O)c2ccc(C(C)(C)C)cc2)cc1OC	-9%	-4%	2%	1%	-13%	2	-0.3%	-24%	-5
N#C/C(=C\c1cccnc1)C(=O)Nc1ccccc1[N+](=O)[O-]	-7%	0%	10%	-4%	-6%	0	0.9%	-8%	-4
O=[N+]([O-])c1ccc2c(c1)N([O-])C1(CCCCC1)[N+]2=O	-1%	-2%[57.1 µM]	-2%	1%	32%[activator]	34	-0.3%	?	-14
O=C(COC(=O)c1ccc2c(c1)OCO2)Nc1ccccc1F	0%	3%	-8%	0%	-1%	0	-0.1%	-24%	0
O=C(Cc1cccc2ccccc12)N/N=C/C=C/c1cccc([N+](=O)[O-])c1	-4%	-3%	1%	-4%	-1%	-6	-2.0%	-16%	0
COc1cccc(NC(=O)NCc2ccccc2F)c1	-2%	-3%	-9%	1%	14%	0	1.6%	-24%	6
Cc1ccc(S(=O)(=O)NC(=O)Nc2ncc3c(n2)CC(c2ccco2)CC3=O)cc1 (centres undefined)	-8%	-5%	2%	-6%	0%	3	0.1%	-18%	0
COC(=O)c1ccccc1NC(=O)CSc1nnc(-c2ccncc2)o1	2%	4%	-2%	-1%	1%	-1	-0.4%	-6%	5
Cn1cc(Br)c(-c2cccc(NC(=O)CCCC(=O)O)c2)n1	3%	4%	-2%	-3%	2%	-9	0.3%	-14%	8
CCOC(=O)c1c(CN2CCCCC2)n(C)c2cc(Br)c(O)cc12	2%	0%	-6%	-3%	6%	-12	0.9%	-8%	-3
CC[C@@]1(O)C(=O)OCc2c1cc1n(c2=O)Cc2cc3c(CN(C)C)c(O)ccc3nc2-1	3%	-1%	?	-3%&-3%	11%	7	.	25µM*	3&-2

Assay outcomes (PubChem)

A portion of the library; rates above refer to the full screens.
